# LYPLA1 inh: LYPLA1 (human) inhibition in PME1 counter-screen. 0.16% of 320,000 active. inhibition, % at 5.9 µM. recombinant LYPLA1, FP-Rh probe fluorescence polarization;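 active = inhibition above the mean of all tested compounds plus 3 SD, set per campaign, cut at about 14% in these data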;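 also: inhibitors block serine hydrolase probe labeling of LYPLA1 so polarization falls; 0% = enzyme with DMSO and 100% = wells lacking LYPLA1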
# Target sequence (O75608 whole entry, looked up): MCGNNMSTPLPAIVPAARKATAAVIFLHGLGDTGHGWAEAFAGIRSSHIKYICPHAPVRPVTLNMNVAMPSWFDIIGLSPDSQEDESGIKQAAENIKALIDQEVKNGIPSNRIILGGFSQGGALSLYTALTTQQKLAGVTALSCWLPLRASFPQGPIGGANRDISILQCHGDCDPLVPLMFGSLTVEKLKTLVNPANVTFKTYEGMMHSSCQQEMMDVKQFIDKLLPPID
# LYPLA2 counter: counter-screen for PME1 inhibitors: inhibitors of human LYPLA2. 0.38% of 320,000 active. O95372. recombinant LYPLA2, FP-Rh probe fluorescence polarization. inhibition, % at 5.9 µM;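 active = inhibition above the screen-wide mean plus 3 SD, limit set per campaign, cut at about 26% in these data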;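 also: 0% = LYPLA2 with DMSO and 100% = wells lacking LYPLA2 enzyme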
# pPAFAH inh: inhibitors of human plasma PAF acetylhydrolase (pPAFAH); Q13093; recombinant pPAFAH, FP-rhodamine probe fluorescence polarization; inhibition, % at 3.39 µM; 1.5% of 330,000 active; AID 463082;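 active = inhibition above the mean inhibition across the screen plus 3 SD, cut at about 25% in these data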;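 also: inhibitors block binding of the rhodamine activity-based probe so polarization drops; 0% = enzyme with DMSO and 100% = wells lacking pPAFAH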
# Target sequence (Q13093 whole entry, looked up): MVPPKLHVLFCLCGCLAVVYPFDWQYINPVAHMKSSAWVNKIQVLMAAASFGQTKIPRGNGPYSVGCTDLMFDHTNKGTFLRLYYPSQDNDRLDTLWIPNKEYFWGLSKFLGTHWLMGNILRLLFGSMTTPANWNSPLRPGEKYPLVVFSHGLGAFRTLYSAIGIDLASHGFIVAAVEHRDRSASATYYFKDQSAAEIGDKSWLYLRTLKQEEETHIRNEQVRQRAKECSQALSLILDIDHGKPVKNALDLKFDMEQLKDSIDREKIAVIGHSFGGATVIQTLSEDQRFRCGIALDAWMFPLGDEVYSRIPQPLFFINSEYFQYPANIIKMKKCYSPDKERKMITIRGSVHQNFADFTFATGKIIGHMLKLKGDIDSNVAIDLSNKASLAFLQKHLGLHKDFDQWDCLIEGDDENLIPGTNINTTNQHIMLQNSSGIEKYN
# PAFAH1B3 FP inh: inhibitors of human PAFAH1B3 | inhibition, % at 3.39 µM | 0.28% of 340,000 active | recombinant PAFAH1B3, FP-rhodamine probe, fluorescence polarization;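 active = inhibition above the screen-wide average of all tested compounds plus 3 SD, cut at about 25% in these data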;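 also: 0% = enzyme with DMSO only and 100% = wells lacking PAFAH1B3 protein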
# PAFAH1B2 FP inh: blocks human PAF acetylhydrolase 1b catalytic subunit 2; P68402; recombinant PAFAH1B2, FP-rhodamine activity probe, fluorescence polarization; inhibition, % at 3.39 µM; 1.2% of 340,000 active; AID 492953;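 active = inhibition above the mean of all tested compounds plus 3 SD, cut at about 24% in these data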;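 also: 0% = enzyme with DMSO and 100% = wells lacking PAFAH1B2; many of its hits are not listed in these tables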
# ZTA counter: blocks Epstein-Barr virus ZTA, an EBNA-1 counter-screen; P03206; inhibition, % at 11 µM; ZTA-DNA binding, fluorescence polarization; 0.15% of 320,000 active; in the data active = inhibition above about 33%
# Target sequence (P03206 whole entry, looked up): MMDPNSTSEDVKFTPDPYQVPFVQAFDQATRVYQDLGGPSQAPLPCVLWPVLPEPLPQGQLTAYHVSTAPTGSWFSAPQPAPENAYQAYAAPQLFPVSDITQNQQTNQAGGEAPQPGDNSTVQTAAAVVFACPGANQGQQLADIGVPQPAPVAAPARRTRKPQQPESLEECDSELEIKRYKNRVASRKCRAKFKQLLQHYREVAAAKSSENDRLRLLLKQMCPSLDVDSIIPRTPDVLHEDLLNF
# EBNA-1 inh: blocks EBNA-1 binding to DNA | EBNA-1 DNA binding, fluorescence polarization | inhibition, % at 14.8 µM | 0.34% of 300,000 active | AID 1950; in the data active = inhibition above about 28%
# PAFAH2 inh: PAFAH2 (human) inhibition. inhibition, % at 3.39 µM. recombinant PAFAH2, FP-rhodamine activity probe, fluorescence polarization. AID 492956. 0.99% of 340,000 active;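 active = inhibition above the mean over all tested compounds plus 3 SD, cut at about 30% in these data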;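 also: inhibitors block probe labeling of enzyme so polarization drops; 0% = enzyme with DMSO and 100% = wells lacking PAFAH2 protein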
# PREPL inh: inhibitors of human prolyl oligopeptidase-like enzyme PREPL. recombinant PREPL, fluorescence polarization activity-based probe. 0.68% of 320,000 active. inhibition, % at 5.96 µM. Q4J6C6; in the data active = inhibition above about 43%;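 also: 0% = enzyme with DMSO and 100% = wells lacking enzyme; many of its hits are not listed in these tables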
# Starred values were filed as active, the others as inactive; . = no result given. The list is partial, so the mix of outcomes need not match the whole.
SMILES,LYPLA1 inh,LYPLA2 counter,pPAFAH inh,PAFAH1B3 FP inh,PAFAH1B2 FP inh,ZTA counter,EBNA-1 inh,PAFAH2 inh,PREPL inh
COC(=O)C1=C(c2ccc(S(C)(=O)=O)cc2)C[C@@H]2CC[C@H]1N2C(=O)NCCO,0,-1,1,5,6,-5,0,3,-5
COc1ccc(NC(=O)c2cn(CCC#N)nc2-c2ccccc2)cc1,3,7,1,5,1,-12,0,4,11
Cc1ccsc1C(=O)C1CCCN(Cc2ccn[nH]2)C1 (stereo not given),-7,-3,8,1,3,1,7,-2,-7
Cc1ccc(C(=O)NC(O)C(Cl)(Cl)Cl)cc1 (stereo not given),-2,-3,-2,-7,2,-5,5,-5,6
Cc1nc2c(-c3ccccc3)c(C)nn2c(C)c1CCC(=O)N1CCC2(CC1)OCCO2,1,-1,4,-3,2,8,-9,-2,14
COc1ccc(NC(=S)NC(NC(=O)CF)C(Cl)(Cl)Cl)cc1[N+](=O)[O-] (stereo not given),-3,-1,4,11,3,-1,7,7,-5
C(CCc1nn[nH]n1)CCc1nn[nH]n1,-1,-1,2,3,-4,-3,-6,0,2
COc1ccc2[nH]c3c(c2c1)CCNC3,1,5,7,4,-1,6,0,0,20
Cc1noc(C)c1C(=O)N1CCC2(CC1)OCCO2,2,-4,-2,7,6,-3,-16,3,17
O=C1C2CCCN2C(c2cccnc2)N1c1ccc(Cl)cc1 (stereo not given),-4,-3,4,8,-2,-7,-9,-2,10
CCOP(=O)(OCC)C1(C(=O)O)CCCC1,0,-2,4,7,2,-2,-1,-6,1
O=C(Oc1c(Cl)cc(Cl)c2ccccc12)N1CCCCC1,-3,-7,5,4,1,-5,1,2,8
Cc1cc(OC(C)C(=O)NCC(O)c2ccccc2)c2c3c(c(=O)oc2c1)CCC3 (stereo not given),1,6,-4,4,-2,1,-15,0,5
CN(C)P(=O)(CCl)Nc1ccccc1 (stereo not given),3,1,3,7,8,-3,8,2,-3
COCCNC(=O)c1ccc(N2CC3CC(C2)c2cccc(=O)n2C3)c([N+](=O)[O-])c1 (stereo not given),3,0,0,-2,3,3,-2,-3,9
COc1cccc(-n2c(O)c(C=NCc3ccc4c(c3)OCO4)c(=O)[nH]c2=O)c1,-6,-1,2,1,3,-8,-2,-2,13
O=c1[nH]c(=S)n(CCC2=CCCCC2)c(O)c1C=NC1CCN(Cc2ccccc2)CC1,0,0,-5,-1,-5,-17,-12,-4,-1
O=C(COc1ccc(Br)cc1)N1CCN(Cc2ccc3c(c2)OCO3)CC1,6,32*,6,1,3,5,-4,3,4
CCCCn1c(N)c(C(=O)NCCN2CCOCC2)c2nc3ccccc3nc21,-1,2,10,-4,1,-25,-4,-4,14
Clc1ccccc1CN1CCN(c2cccc3[nH]ccc23)CC1,0,7,4,.,.,-8,-5,.,17
COc1ccc(N=Nc2c(O)[nH]c(=S)[nH]c2=O)cc1,-6,-14,-9,4,-2,-3,-3,-2,-12
N=C1c2ccccc2CN1NC(=O)c1ccc(Cl)cc1,0,-3,-1,-3,1,-1,9,6,4
NC(=O)CSc1nnc([C@@H](N)Cc2c[nH]c3ccccc23)o1,2,5,3,0,2,-18,-8,-1,17
Cc1cc(N2C(=O)C3CCCN3C2c2ccccc2)no1 (stereo not given),-3,-3,2,1,2,-1,-12,-3,-1
COc1cc2c(cc1C=O)OCO2,-2,6,2,5,3,1,-1,-4,-1

# The final three compounds of the part above lead into the next.
SMILES,LYPLA1 inh,LYPLA2 counter,pPAFAH inh,PAFAH1B3 FP inh,PAFAH1B2 FP inh,ZTA counter,EBNA-1 inh,PAFAH2 inh,PREPL inh
NC(=O)CSc1nnc([C@@H](N)Cc2c[nH]c3ccccc23)o1,2,5,3,0,2,-18,-8,-1,17
Cc1cc(N2C(=O)C3CCCN3C2c2ccccc2)no1 (stereo not given),-3,-3,2,1,2,-1,-12,-3,-1
COc1cc2c(cc1C=O)OCO2,-2,6,2,5,3,1,-1,-4,-1
C=Cn1ccnc1P(=S)(c1cc(N(CC)CC)ns1)c1nccn1C=C,-1,-2,-4,5,5,0,-7,6,-2
O=C(c1cc(S(=O)(=O)N2CCCCC2)ccc1F)N1CCC2(CC1)OCCO2,-1,-1,2,8,2,5,3,4,14
COc1ccc(Cl)cc1C(=O)C1CCCN(Cc2cnc(C)s2)C1 (stereo not given),-3,2,3,14,4,0,-4,5,21
CC1(C(=O)O)CCCC2(C)c3cc(O)ccc3CCC12 (stereo not given),-2,2,0,.,.,12,-1,.,11
CCCC[N+]12C3C[C@H](C4[C@H](O)[C@]5(C[C@@H]41)c1ccccc1N(C)[C@@H]35)[C@H](CC)[C@H]2O (stereo not given in full),1,-8,-1,2,7,-10,-7,0,12
Cc1ccc(C)c(NC(=O)CSc2nnc([C@@H](N)Cc3c[nH]c4ccccc34)o2)c1,0,-1,-4,0,4,-3,1,-1,27
COC(=O)C1=C(c2ccc(-c3ccccc3)c(F)c2)C[C@@H]2CC[C@H]1N2C(=O)NCCO,1,2,-2,14,-4,9,.,-3,-7
COc1ccc(CNC(=O)C(NC(C)=O)C(C)C)cc1OC (stereo not given),3,-1,1,4,6,-2,-4,2,-1
CCN1C[C@]2(CO)CC[C@H](OC)[C@@]34C2[C@H](OC)[C@@](O)(C13)[C@@]1(O)C[C@H](OC)[C@H]2C[C@@H]4[C@@H]1[C@H]2OC,-5,-8,0,1,5,2,-8,3,-14
CCCOC(=O)Nc1ccc([As](=O)(O)O)cc1NC(=O)OCCC,-1,-10,4,2,3,3,2,7,12
CC1=NN(c2ccccc2)C(=O)/C1=C/c1c(O)[nH]c(=O)[nH]c1=O,0,-2,1,8,9,3,-4,7,-10
CC(=NCc1ccc2c(c1)OCO2)c1c(O)[nH]c(=O)[nH]c1=O,1,2,6,8,1,6,3,0,4
COC(=O)C1=C(c2cccc(OC)c2OC)C[C@@H]2CC[C@H]1N2C(=O)NC1CCCCC1,4,1,5,10,-1,-20,5,-4,5
O=c1[nH]c(=O)n(-c2ccccc2F)c(O)c1/C=C1\C=Nc2ccccc21,1,-3,2,4,0,-5,-5,13,3
CCCN1CCC[C@H](c2cccc(O)c2)C1,2,4,-4,6,-4,-5,-11,-2,9
COc1ccc(N=C(C)c2c(O)[nH]c(=O)[nH]c2=O)cc1,2,10,-6,15,1,-12,2,0,8
CC(C)Sc1nnc([C@@H](N)Cc2c[nH]c3ccccc23)o1,4,13,-5,11,5,1,-9,2,-11
COc1ccc(-n2c(SC)nc3ccccc3c2=O)cc1,-5,2,2,5,8,17,-1,-1,2
CC(C)CCOP(N)(=O)Oc1ccccc1 (stereo not given),-4,-8,-9,3,10,-2,0,7,-9
CCOC(=O)c1c(C)n(Cc2ccc(F)cc2)c2ccc(O)cc12,2,10,16,2,5,-19,-4,4,-4
CCCCOC(=O)c1ccc(NC(=O)c2c(O)[nH]c(=O)[nH]c2=O)cc1,-2,-6,-2,8,1,6,8,-6,6
COc1ccc(CNCCc2c[nH]c3ccccc23)cc1OC,2,-2,3,5,3,-1,17,0,-30
Nc1nonc1OCCCCOc1nonc1N,-2,-3,-1,7,0,-2,-7,-4,4
Cc1nc2c(-c3ccc(F)cc3)c(C)nn2c(C)c1CCC(=O)N1CCC2(CC1)OCCO2,1,-7,-1,3,2,-25,-20,-3,-9
CN1CC=C(/C=C/c2ccc(-c3ccccc3)cc2)CC1,0,-4,2,.,.,-21,-27,.,8

# Some of these compounds in order of number of heavy atoms, ascending.
SMILES,LYPLA1 inh,LYPLA2 counter,pPAFAH inh,PAFAH1B3 FP inh,PAFAH1B2 FP inh,ZTA counter,EBNA-1 inh,PAFAH2 inh,PREPL inh
CC(C)CCOP(N)(=O)Oc1ccccc1 (stereo not given),-4,-8,-9,3,10,-2,0,7,-9
Nc1nonc1OCCCCOc1nonc1N,-2,-3,-1,7,0,-2,-7,-4,4
CC1(C(=O)O)CCCC2(C)c3cc(O)ccc3CCC12 (stereo not given),-2,2,0,.,.,12,-1,.,11
CC(C)Sc1nnc([C@@H](N)Cc2c[nH]c3ccccc23)o1,4,13,-5,11,5,1,-9,2,-11
CC(=NCc1ccc2c(c1)OCO2)c1c(O)[nH]c(=O)[nH]c1=O,1,2,6,8,1,6,3,0,4
CC1=NN(c2ccccc2)C(=O)/C1=C/c1c(O)[nH]c(=O)[nH]c1=O,0,-2,1,8,9,3,-4,7,-10
COc1ccc(Cl)cc1C(=O)C1CCCN(Cc2cnc(C)s2)C1 (stereo not given),-3,2,3,14,4,0,-4,5,21
CCCCOC(=O)c1ccc(NC(=O)c2c(O)[nH]c(=O)[nH]c2=O)cc1,-2,-6,-2,8,1,6,8,-6,6
C=Cn1ccnc1P(=S)(c1cc(N(CC)CC)ns1)c1nccn1C=C,-1,-2,-4,5,5,0,-7,6,-2
O=C(c1cc(S(=O)(=O)N2CCCCC2)ccc1F)N1CCC2(CC1)OCCO2,-1,-1,2,8,2,5,3,4,14
Cc1ccc(C)c(NC(=O)CSc2nnc([C@@H](N)Cc3c[nH]c4ccccc34)o2)c1,0,-1,-4,0,4,-3,1,-1,27
COC(=O)C1=C(c2ccc(-c3ccccc3)c(F)c2)C[C@@H]2CC[C@H]1N2C(=O)NCCO,1,2,-2,14,-4,9,.,-3,-7
CCN1C[C@]2(CO)CC[C@H](OC)[C@@]34C2[C@H](OC)[C@@](O)(C13)[C@@]1(O)C[C@H](OC)[C@H]2C[C@@H]4[C@@H]1[C@H]2OC,-5,-8,0,1,5,2,-8,3,-14

# Additional entries
SMILES,LYPLA1 inh,LYPLA2 counter,pPAFAH inh,PAFAH1B3 FP inh,PAFAH1B2 FP inh,ZTA counter,EBNA-1 inh,PAFAH2 inh,PREPL inh
O=c1c2ccccc2nc(-c2ccco2)n1-c1ccccn1,2,7,4,4,0,1,4,7,-1
CCOC(=O)C1(CCc2ccccc2)CCN(Cc2ccc3c(c2)OCCO3)CC1,3,4,9,2,2,-5,5,4,-23
CCN(CC)S(=O)(=O)c1cccc(N=Nc2c(O)n(CC)c(=S)n(CC)c2=O)c1,4,4,-5,7,12,-19,6,9,25
O=P(Nc1cccc(Cl)c1)(Oc1ccccc1)Oc1ccccc1,-2,-3,-5,2,5,7,1,0,-3
c1ccc(Cn2ccnc2)cc1,0,1,-1,1,3,-7,-4,-3,-2
CCOC(=O)CC1=C(C(=O)OCC)C2(C(=O)N1CC(=O)OC)C(C#N)=C(N)Oc1ccccc12 (stereo not given),2,6,9,1,3,-9,2,2,9
Cc1ccc(-c2ccc(=O)n(CC(=O)N3CCC4(CC3)OCCO4)n2)cc1,0,-7,12,6,4,-1,-3,1,-4
CN(C(=O)Cc1ccc(Cl)c(Cl)c1)C(CN1CCCC1)c1cccc(OCC(=O)O)c1 (stereo not given),0,-2,3,2,4,2,6,9,43
Cc1c(O)ccc(C(=O)CN2CC(C)OC(C)C2)c1O (stereo not given),0,-4,-1,1,0,7,3,-1,3
Cc1ccc(CN2C(=O)NC(=O)C3(Cc4c(nc5ccccn5c4=O)N4CCCCCC43)C2=O)cc1 (stereo not given),-3,0,0,12,-1,3,3,-1,5
CCC(C)C1NC(=O)C(C(C)=O)=C1O (stereo not given),2,5,3,11,4,5,14,0,1
